CHRM1 antagonist – human CHRM1 antagonism. CHO-K1 hM1, Fluo-8 calcium fluorescence, ACh EC80 antagonist. P11229. 360,000 compounds, 1.3% hits. inhibition, % at 3 µM;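 active = percent inhibition above its own plate's cutoff, namely the mean of that plate's compound wells plus 3 SD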;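 also: peak over basal fluorescence ratio during 140 s after agonist addition; 0% = ACh EC80 plus DMSO and 100% = DMSO alone without agonist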
Target sequence (P11229 whole entry, looked up): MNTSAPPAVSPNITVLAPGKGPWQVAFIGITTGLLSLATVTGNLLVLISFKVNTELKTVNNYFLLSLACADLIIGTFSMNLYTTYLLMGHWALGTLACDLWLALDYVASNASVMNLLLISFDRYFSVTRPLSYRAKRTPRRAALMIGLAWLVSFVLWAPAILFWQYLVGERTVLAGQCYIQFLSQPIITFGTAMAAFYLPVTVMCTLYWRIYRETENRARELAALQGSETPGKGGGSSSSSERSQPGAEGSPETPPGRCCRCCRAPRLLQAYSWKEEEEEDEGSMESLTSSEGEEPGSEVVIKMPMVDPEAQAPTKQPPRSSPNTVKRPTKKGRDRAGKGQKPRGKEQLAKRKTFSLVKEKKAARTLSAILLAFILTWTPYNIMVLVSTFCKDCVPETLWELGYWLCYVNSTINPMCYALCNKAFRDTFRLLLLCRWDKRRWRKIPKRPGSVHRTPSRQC
CHRM4 agonist – CHRM4 agonism in calcium assay; AID 624127; 360,000 compounds, 0.14% hits; CHO-K1 hM4/Gqi5, Fluo-8 calcium fluorescence; vehicle 0%, full acetylcholine response 100%; activation, % at 3 µM;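 active = activation above the run mean over all test wells plus 3 SD, cut at about 32% in these data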;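 also: peak over basal fluorescence ratio per well then scaled between controls; 0% = DMSO wells and 100% = acetylcholine at EC100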
Target sequence (P08173 whole entry, looked up): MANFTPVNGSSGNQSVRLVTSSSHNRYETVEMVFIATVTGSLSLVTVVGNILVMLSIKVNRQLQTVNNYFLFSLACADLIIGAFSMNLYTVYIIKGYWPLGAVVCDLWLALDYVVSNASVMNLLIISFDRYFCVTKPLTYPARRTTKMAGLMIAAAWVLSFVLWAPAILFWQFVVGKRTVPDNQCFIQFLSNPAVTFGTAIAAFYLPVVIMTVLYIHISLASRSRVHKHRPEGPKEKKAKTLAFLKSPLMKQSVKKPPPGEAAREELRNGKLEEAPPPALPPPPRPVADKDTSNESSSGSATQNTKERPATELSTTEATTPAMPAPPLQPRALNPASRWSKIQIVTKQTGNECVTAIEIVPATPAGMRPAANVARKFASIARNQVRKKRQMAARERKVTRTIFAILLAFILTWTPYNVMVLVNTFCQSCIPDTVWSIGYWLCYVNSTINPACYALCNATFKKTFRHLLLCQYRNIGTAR
M1 ag – human M1 muscarinic receptor agonism; CHO-K1 hM1, Fluo-8 calcium fluorescence, agonist mode; 0% DMSO, 100% acetylcholine EC100; AID 588814; activation, % at 3 µM; 360,000 compounds, 0.33% hits;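 active = activation above the run's mean compound activation plus 3 SD, cut at about 16% in these data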;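 also: peak over basal fluorescence ratio within a 140 s kinetic read after compound addition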
CHRM1 PAM – positive allosteric modulators of human M1 muscarinic receptor. 360,000 compounds, 0.088% hits. activation, % at 3 µM. CHO-K1 hM1, Fluo-8 calcium fluorescence, ACh EC20; 0% = ACh EC20, 100% = maximal ACh. P11229; in the data active = activation above about 19%, passing the limit was not always enough
CHO-K1 Ca antag – M1 antagonist counterscreen hit in parental CHO-K1 cells | ATP-induced calcium, Fluo-8 fluorescence | inhibition, % at 3 µM | 360,000 compounds, 0.6% hits | AID 602250;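 active = inhibition above a per-plate cutoff, the plate's mean sample inhibition plus 3 SD, cut at about 24% in these data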;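 also: 0% = DMSO plus EC80 ATP and 100% = DMSO alone without ATP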
CHRM4 antagonist – antagonists of human muscarinic M4 receptor (CHRM4); 360,000 compounds, 0.73% hits; CHO-hM4 cells, ACh EC80, Fluo-8 calcium fluorescence; AID 624125; P08173; inhibition, % at 3 µM;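 active = inhibition above its plate's cutoff, the mean inhibition of sample wells plus 3 SD, cut at about 27% in these data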;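 also: 0% = acetylcholine EC80 with DMSO and 100% = DMSO without agonist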
OXTR potentiate – potentiators of human oxytocin receptor; P30559; CHO-OTR cells, Fluo-8 calcium fluorescence, potentiator mode; 0% = oxytocin EC15, 100% = EC100; activation, % at 3 µM; 320,000 compounds, 0.061% hits;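 active = activation above that plate's cutoff, the mean activation of tested compounds plus 3 SD, cut at about 6.6% in these data, passing the limit was not always enough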;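 also: 100% uses oxytocin at 75 nM as the full agonist control; some results filed as inactive read as strong as hits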
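test system = CHO-OTR cells, human receptor | compound = single-point 3.0 µM | schedule = 6 min compound pre-incubation at room temperature, 100 s kinetic read | signal = Fluo-8 no-wash calcium dye fluorescence, excitation 470-495 nm, emission 515-575 nm | repeats = single well per compound, singlicate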
CHO parental Ca – counter-screen: ATP calcium response change in parental CHO cells. parental CHO-K1, ATP-induced calcium, Fluo-8 fluorescence. inhibition, % at 5.6 µM. 330,000 compounds, 0.63% hits. AID 463079;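 active = inhibition above that plate's mean sample inhibition plus 3 SD, cut at about 26% in these data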;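 also: 0% = ATP-challenged DMSO wells and 100% = DMSO wells without ATP; some compounds past the cut are filed as inactive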
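material = parental CHO cells | also added = ATP as calcium-mobilizing challenge | dosing = single point at 5.6 µM | detection = intracellular calcium via Fluo-8 no-wash fluorescent dye | read-out = % inhibition | benchmarks = low control ATP plus DMSO, high control DMSO only | repeats = one well per compound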
CHO-K1 Ca ag – counter-screen for M1 agonists: effect in parental CHO-K1 cells | Fluo-8 calcium fluorescence; scaled to maximal ATP response, vehicle zero | activation, % at 3 µM | 360,000 compounds, 0.48% hits; in the data active = activation above about 15%;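 also: untransfected CHO-K1 host cells lacking M1 receptor as counterscreen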
An asterisk follows results filed as active; . = no result given.

| molecule | CHRM1 antagonist | CHRM4 agonist | M1 ag | CHRM1 PAM | CHO-K1 Ca antag | CHRM4 antagonist | OXTR potentiate | CHO parental Ca | CHO-K1 Ca ag |
| --- | --- | --- | --- | --- | --- | --- | --- | --- | --- |
| O=C(Nc1nnc(Cc2ccc([N+](=O)[O-])cc2)s1)Nc1ccccc1F | -4 | 1 | -5 | 8 | -13 | -1 | -7 | -6 | 1.8 |
| O=c1nc(Nc2ccc(Br)cc2)sc2ccc([N+](=O)[O-])cc12 | -11 | 1 | -3 | 7 | -10 | -8 | -3 | 8 | 1.2 |
| CCOc1ccccc1C(=O)NCC(=O)NCCCSc1ccccc1 | -7 | 5 | -3 | 3 | 4 | -5 | -12 | -17 | 1.0 |
| C/C(=N\NS(=O)(=O)c1ccc(Br)cc1)c1ccc(-n2ccnc2)cc1 | -9 | 0 | -5 | 11 | -12 | -9 | -6 | -12 | -0.1 |
| CS(=O)(=O)c1ccc2nc(NC(=O)C3CCCO3)sc2c1 (stereo not given) | 2 | 2 | -2 | 3 | -9 | 10 | -6 | -4 | 1.0 |
| O=C(CCNS(=O)(=O)c1cccc2nonc12)N1CCN(c2cccc(Cl)c2)CC1 | 16 | 11 | 0 | -21 | -8 | -4 | -20 | -13 | 4.2 |
| COc1cc(/C=C/C(C)=O)cc(OC)c1OC | -18 | 1 | -2 | 5 | -13 | 2 | -11 | -6 | 0.8 |
| Cc1cc(C(C)(C)C)c(OC(=O)[C@@H]2OC(c3ccccc3)=C[C@H]2c2ccccc2)c(C(C)(C)C)c1 | -1 | 1 | -5 | -2 | -2 | -4 | -3 | -36 | 0.0 |
| COc1cc2c(cc1OC)CN(CC(=O)Nc1ccc3c(c1)OC(F)(F)O3)CC2 | -10 | 0 | -6 | 7 | -3 | -11 | -1 | -11 | 0.4 |
| CC(C)Cn1c(=O)c(C(=O)NCc2ccc3c(c2)OCO3)c(O)c2ccccc21 | -8 | 1 | -5 | 8 | -12 | -6 | -11 | -29 | 0.3 |

Two compounds from above, limited to CHRM4 agonist and CHO-K1 Ca ag:
molecule	CHRM4 agonist	CHO-K1 Ca ag
O=C(Nc1nnc(Cc2ccc([N+](=O)[O-])cc2)s1)Nc1ccccc1F	1	1.8
COc1cc2c(cc1OC)CN(CC(=O)Nc1ccc3c(c1)OC(F)(F)O3)CC2	0	0.4

Further structures follow.
| molecule | CHRM1 antagonist | CHRM4 agonist | M1 ag | CHRM1 PAM | CHO-K1 Ca antag | CHRM4 antagonist | OXTR potentiate | CHO parental Ca | CHO-K1 Ca ag |
| --- | --- | --- | --- | --- | --- | --- | --- | --- | --- |
| C=CCNc1nc2c(c(=O)[nH]c(=O)n2C)n1CC(O)COc1ccc2ccccc2c1 (stereo not given) | -7 | 4 | 1 | 11 | -10 | -10 | . | . | 0.0 |
| O=C(NCc1n[nH]c(=S)n1-c1cccc(C(F)(F)F)c1)c1ccc(S(=O)(=O)N2CCCCC2)cc1 | -5 | 0 | -7 | 3 | -13 | 3 | 1 | -8 | 0.4 |
| Cc1c(C(=O)Oc2cccc3ccccc23)cnn1-c1ccccc1 | -10 | -2 | -3 | 1 | -8 | -8 | -23 | -22 | 0.4 |
| CC(C(=O)NC(c1ccccc1)c1ccccc1)N1CCOCC1 (stereo not given) | -6 | 0 | -9 | 8 | -17 | 3 | 4 | -18 | -0.2 |
| CC(C)(C)c1cc(NS(=O)(=O)c2ccc3c(c2)OCCO3)on1 | -7 | 0 | -6 | 12 | 8 | 1 | 2 | -12 | 0.6 |
| Cc1cn(C2CC(O)C(CO)O2)c(=O)n(CCCc2ccccc2)c1=O (stereo not given) | 1 | 0 | -2 | -3 | -11 | -4 | . | . | 0.1 |
| Cc1cc(Cl)c2oc(C(=O)N(C)CCCCN3CCOCC3)c(C)c2c1 | -19 | 1 | -9 | 16 | -4 | 4 | -2 | -12 | 0.6 |
| CC(C)Cn1c(=S)[nH]c2ccccc2c1=O | -6 | 1 | -6 | 2 | -1 | 8 | 9 | -1 | -0.7 |
| CCOC(=O)c1cc(-c2ccc(OC)cc2)n(CCC(=O)NCCN2CCC(C)CC2)c1C | 0 | 4 | -5 | 9 | -9 | -6 | -2 | -2 | 1.2 |
| O=C(Nc1cccc(F)c1)N1CC=C(n2c(=O)[nH]c3ccccc32)CC1 | 4 | 10 | -1 | 0 | -6 | 10 | -30 | -12 | 5.4 |
| CC(CO)N1CCS(=O)(=O)CC1 (stereo not given) | -8 | 0 | -2 | 1 | -2 | 1 | 1 | 3 | 1.1 |
| CCOc1ccc(NC(=O)CN2CCN(CC(=O)Nc3ccc4c(c3)OCCO4)CC2)cc1 | -25 | 0 | -3 | 4 | -3 | 1 | 0 | -14 | -0.3 |
| Cc1ccc(C)c(Oc2cc(NN3CCCCC3)c([N+](=O)[O-])cc2[N+](=O)[O-])c1 | 0 | 1 | -5 | 0 | -10 | 11 | 4 | -7 | 0.7 |
| COCOCCn1cc(CN2CCS(=O)(=O)N(Cc3ccc(-c4cccc(N(C)C)c4)cc3)C(C(C)C)C2=O)nn1 (stereo not given) | 4 | 3 | -6 | -5 | -3 | 3 | . | . | 0.4 |
| COC(=O)C(CCC(=O)CN1C(=O)c2ccccc2C1=O)N1C(=O)c2ccccc2C1=O (stereo not given) | -9 | 2 | -1 | 7 | 8 | -3 | . | . | 1.2 |
| CCOC1(c2ccccc2)OC(=O)c2ccccc21 (stereo not given) | 3 | -3 | -11 | -5 | 7 | -10 | -1 | -5 | -0.8 |
| O=Cc1cnc(N2CCN(Cc3ccccc3)CC2)s1 | -11 | 0 | -5 | 9 | -8 | 6 | -19 | -6 | 0.6 |
| COc1cccc(NC(=O)CN(C)C(=O)Cc2ccc3c(c2)OCCO3)c1 | -5 | 1 | -3 | 6 | -8 | 7 | . | . | 0.6 |
| Cc1ccc(C)c2[nH]c(=O)c(CN(Cc3cccnc3)C(=S)NCc3ccco3)cc12 | -9 | 9 | -5 | 13 | -4 | 1 | -9 | -18 | 1.5 |
| O=C(/C=C/c1cccc(Cl)c1)NCc1ccncc1 | -6 | 2 | -7 | 11 | -2 | -2 | -13 | -6 | 2.3 |
| Cc1cc(/C=N/NC(=O)c2ccccn2)c(C)n1-c1cccc([N+](=O)[O-])c1 | -1 | 2 | -7 | 4 | -5 | -2 | 3 | -20 | 0.6 |
| CCOC(=O)c1ccc(S(=O)(=O)N2CCN(c3ccccn3)CC2)cc1 | -3 | 2 | -1 | 4 | -8 | -21 | -8 | 0 | 1.8 |
| COc1ccc(C)cc1NC(=O)CCS(=O)(=O)c1cccc2nonc12 | -5 | 0 | -1 | 6 | -17 | 1 | -11 | -16 | 0.7 |
| COc1ccc(C(=O)/C=C/c2ccc(OCc3ccccc3)cc2)cc1CSCC(=O)O | -5 | 10 | 4 | 4 | -3 | 0 | . | . | 6.6 |
| CCOC(=O)C1(CC2CCCCO2)CCN(C(=O)NCc2ccccc2)CC1 (stereo not given) | 1 | 2 | -6 | 8 | -4 | 11 | -10 | 2 | 1.2 |
| COc1ccc(/C=N/NC(=O)c2cc(C)n(-c3ccccc3)c2C)cc1OC | -2 | 2 | -4 | 2 | -12 | -5 | -5 | -7 | 1.2 |
| C[C@@H]1CN([C@@H](C)CO)C(=O)CCCn2nncc2CO[C@H]1CN(C)S(C)(=O)=O | -5 | 1 | -1 | -1 | -6 | -4 | . | . | 0.6 |
| CCCCCCCNC(=O)CN1N=C(c2ccc(C)cc2)CCC1=O | 8 | 10 | -6 | -2 | 19 | 0 | -3 | -21 | 3.4 |
| Cc1ccc(NC2Sc3ccccc3NC2=O)cc1 (stereo not given) | -10 | 0 | -4 | 4 | -14 | 2 | -9 | -24 | -0.8 |
| CC(=O)Oc1ccc(C(=O)[C@H]2[C@H]3C(=O)N(c4ccc(C)cc4)C(=O)[C@H]3[C@@H]3C=CC=NN32)cc1 | 3 | 1 | 0 | 1 | -13 | 3 | -2 | -7 | 0.7 |
| CC(C)c1nc2sc3c(=O)n(N)cnc3c2c2c1COC(C)(C)C2 | -1 | 2 | -5 | 5 | 4 | -1 | -4 | -8 | 0.2 |
| O=S(=O)(NCCC1=CCCCC1)c1cccc(S(=O)(=O)N2CCOCC2)c1 | -7 | 7 | -1 | 3 | -6 | -10 | -18 | -3 | 2.6 |
| Clc1ccc(C2=NCCN2)cc1 | -3 | 2 | -9 | 1 | 15 | -2 | -14 | -2 | 0.2 |
| CC[C@H](CO)Oc1cc(NCc2ccc(Cl)c(Cl)c2)c2ncn(C(C)C)c2c1 | -13 | 7 | -1 | 20 | -16 | 4 | -6 | -8 | 1.8 |
| COc1ccc(NC(=O)C2c3ccccc3OCC(=O)N2C2CC2)cc1 (stereo not given) | . | 1 | . | . | -7 | -4 | . | . | 0.7 |
| O=c1cnn(Cc2c(Cl)cccc2Cl)c2ccccc12 | 2 | 1 | -6 | -5 | -7 | -7 | 1 | -7 | 0.6 |
| CCN(CC)C(=O)[C@H]1CC(CC(=O)NCc2cccc(C(F)(F)F)c2)C(=O)N2CCc3c([nH]c4ccccc34)[C@]12C (stereo not given in full) | -12 | 3 | -2 | 9 | -8 | -8 | 3 | -30 | 0.8 |
| O=C(/C=C/c1ccccc1)NCCc1ccccc1 | -4 | 0 | -3 | 6 | -5 | -5 | -1 | -17 | 0.4 |
| CCCNC(=O)COC(=O)c1cccnc1Nc1ccccc1F | -10 | 2 | -5 | 9 | 13 | -3 | -8 | -11 | -0.3 |
| CCCn1c(C)cc(/C=C(\C#N)C(=O)OCC(=O)NC(=O)NC(C)(C)C)c1C | 1 | 7 | -2 | -7 | -9 | -13 | -2 | -26 | 3.0 |
| CC(=O)c1ccc(NC(=O)COC(=O)CCC(=O)c2cccs2)cc1 | -9 | 3 | -3 | 7 | -6 | 2 | -7 | -2 | 2.3 |
| Clc1ccc(CNc2ccc3nnc(-c4ccccc4)n3n2)cc1 | -2 | 1 | 0 | 6 | 2 | -12 | -6 | -19 | 0.0 |
| Cc1ccnc(NC(=O)CCC(=O)N(CC(=O)NCc2ccc(F)cc2)CC2CCCO2)c1 (stereo not given) | -8 | 2 | 5 | 20 | -11 | -14 | -1 | -14 | 0.5 |
| NS(=O)(=O)c1ccc(CCn2c(=S)[nH]c3ccccc3c2=O)cc1 | 18 | 15 | 3 | -8 | -3 | -21 | -3 | -7 | 9.7 |
| CC(C)[C@H]1COCCS(=O)(=O)N1Cc1ccccc1-c1ccccc1 | -2 | -2 | -8 | 0 | -11 | -12 | . | -27 | 0.9 |
| O=C(CNC(=O)c1cncc(Br)c1)Nc1ccc(F)c(F)c1F | 4 | 2 | -5 | -5 | -16 | -1 | -9 | -23 | 0.1 |
| COCc1cc(Sc2ccc(Br)cc2)nc(-c2ccccc2)n1 | 2 | 0 | -4 | 1 | 1 | -4 | -15 | -14 | 0.6 |
| O=C(COC(=O)c1ccc(CO)cc1)Nc1ccc(OC(F)F)cc1 | -5 | 3 | -3 | -1 | -8 | 0 | -10 | 16 | 1.3 |
| O=C(O)c1cccc(N2C(=O)CSC2=S)c1 | -10 | 2 | -2 | 2 | -12 | -1 | -8 | 1 | 0.2 |

Compound activity: PubChem, The Scripps Research Institute Molecular Screening Center
